IL2 activator = activates IL-2 in a cell-based reporter assay; activation, % (series mostly up to about 46 µM); AID 652025; IL-2 activation reporter assay, cell-based qHTS; stimulated with anti-CD3/CD4/CD28 beads; in transgenic mouse T cells; 360,000 tested, 0.065% active; in the data active = activation above about 50%; inconclusive = mostly about 30% to 49%; note: 0% is about no effect
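Using fluorescent plate cytometry, EGFP and DsRed are detected in transgenic mouse T cells stimulated 18 h at 37 degrees C with antibody-coated beads after 60 min compound pretreatment.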
WRN helicase inh = inhibitors of human WRN helicase; 360,000 tested, 0.46% active; Potency, µM (titrated, usually from 114 µM), for the others: at the highest dose activity change, negative = inhibition, actives largely listed as inhibitors; WRN helicase unwinding, fluorescent forked duplex, kinetic; Q14191; AID 651768; note: potency is the fitted concentration of half-maximal effect; % is set by controls: 0 for no effect and ±100 for the full control effect; nearly all actives have a fitted effect of over 55% in size
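Enzyme (20 nM final) and test compound sit together 15 min at room temperature before substrate addition. Substrate is a single-forked duplex oligonucleotide (100 nM) labelled with fluorophore and quencher, with 2 mM ATP; helicase unwinding raises red fluorescence, read kinetically.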
EPAC1 antag = antagonists of human EPAC1; EPAC1 GEF assay, Rap1b-BODIPY-GDP exchange fluorescence; Potency, µM (highest dose often 115 µM), for inactives: top-dose activity change, negative = inhibition, actives largely listed as inhibitors; O95398; 360,000 tested, 0.14% active;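 note: potency is the fitted concentration of half-maximal effect; plate controls were vehicle for no effect and positive control for full effect; nearly all actives have a fitted effect of over 50% in size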
FUS suppressor = FUS proteinopathy suppression in yeast; S. cerevisiae FUS-expressing, growth rescue, OD600, 24 h; Potency, µM (highest dose often 76.6 µM), inactives show at the highest dose growth rescue (activation), most hits filed as activators; 390,000 tested, 0.24% active; AID 1347120;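 note: potency is the fitted concentration of half-maximal effect; plate controls were DMSO vehicle for no effect and reference control for full effect; nearly all actives have a fitted effect of over 55% in size; some results filed as inactive show a strong effect at the top dose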
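Read-out: OD at 600 nm after 24hr at 30C, reporting rescue of FUS-induced yeast toxicity. Cells at OD 0.005 in galactose (2%) minimal medium; compounds tested in a dilution series; CP55940 titration from 92uM final as control.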
EPAC1 agonist = agonists of human EPAC1 | O95398 | EPAC1 agonist qHTS, biochemical assay; response scale: 100% = response to 6.5 mM cAMP | Potency, µM (titrated, usually from 154 µM), inactives show at the highest dose activation, usual class: activators | 360,000 tested, 0.073% active; note: potency is the fitted concentration of half-maximal effect; nearly all actives have a fitted effect of over 60% in size
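Normalized to 6.5 mM cAMP, activity reflects EPAC1-catalysed release of BODIPY-GDP from Rap1B, followed kinetically over 30 min at 480 nm excitation, 540 nm emission. Reaction contained 100 nM EPAC1, 250 nM Rap1B-BODIPY-GDP, 50 uM GDP.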
PI5P4Ka inh = PI5P4K alpha (human) kinase inhibition | 330,000 tested, 1.2% active | max response, % | PI5P4Kalpha enzyme, ADP-Glo luminescence, 60 min; active compounds read low | AID 652105 | P48426; active = max response of -50% or lower; inconclusive = between -30% and -50%; inactive = -30% or higher; note: value at the top dose of about 77 µM; % is set by controls: 0 for no effect and ±100 for the full control effect
Target sequence (P48426 whole entry, looked up): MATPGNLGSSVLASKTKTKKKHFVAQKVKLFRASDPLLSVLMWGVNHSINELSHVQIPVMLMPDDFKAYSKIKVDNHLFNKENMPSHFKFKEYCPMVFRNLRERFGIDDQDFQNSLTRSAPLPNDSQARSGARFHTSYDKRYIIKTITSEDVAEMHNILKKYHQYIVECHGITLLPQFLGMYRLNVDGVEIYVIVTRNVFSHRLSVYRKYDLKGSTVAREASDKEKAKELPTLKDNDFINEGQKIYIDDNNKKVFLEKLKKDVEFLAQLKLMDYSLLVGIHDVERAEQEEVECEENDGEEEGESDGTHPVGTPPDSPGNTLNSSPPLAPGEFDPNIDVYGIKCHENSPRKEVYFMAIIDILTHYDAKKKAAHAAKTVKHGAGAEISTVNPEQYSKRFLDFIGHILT
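Enzyme plus substrate dispensed, test compounds pinned in, then ATP (5 microM final) added. After 60 min at RT, ADP-Glo reagent 1 for 45 min and reagent 2 for 30 min preceded luminescence imaging.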
PLK1 PBD inh = inhibitors of human PLK1 polo-box domain binding. 360,000 tested, 2.8% active. P53350. Plk1 PBD binding of FITC phosphopeptide, fluorescence polarization. Potency, µM, without a hit: max response, negative = inhibition, usual class: inhibitors; note: potency is the fitted concentration of half-maximal effect; series mostly up to about 57 µM; % is set by controls: 0 for no effect and ±100 for the full control effect; nearly all actives have a fitted effect of over 65% in size
Target sequence (P53350 whole entry, looked up, the tested form may be a part): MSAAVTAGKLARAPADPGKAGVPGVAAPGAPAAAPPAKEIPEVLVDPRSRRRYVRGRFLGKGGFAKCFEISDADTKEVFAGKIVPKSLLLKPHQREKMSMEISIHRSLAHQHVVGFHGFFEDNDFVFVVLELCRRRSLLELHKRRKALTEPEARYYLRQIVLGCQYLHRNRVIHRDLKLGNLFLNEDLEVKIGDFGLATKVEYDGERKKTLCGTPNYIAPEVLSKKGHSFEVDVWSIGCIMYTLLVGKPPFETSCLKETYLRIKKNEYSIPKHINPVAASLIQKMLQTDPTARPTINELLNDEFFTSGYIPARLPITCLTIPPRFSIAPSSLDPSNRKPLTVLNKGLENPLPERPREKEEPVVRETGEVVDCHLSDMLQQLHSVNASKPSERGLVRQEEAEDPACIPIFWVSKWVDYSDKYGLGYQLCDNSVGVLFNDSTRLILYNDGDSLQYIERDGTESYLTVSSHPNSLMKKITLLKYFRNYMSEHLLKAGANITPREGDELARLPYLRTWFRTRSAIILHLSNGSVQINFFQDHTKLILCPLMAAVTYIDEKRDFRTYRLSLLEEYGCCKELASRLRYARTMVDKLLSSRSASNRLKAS
Abeta rescue = compounds reversing amyloid beta toxicity in yeast; yeast expressing A-beta42, growth rescue, OD600, 48 h; response scale: 0% DMSO, 100% iron-clioquinol control; Potency, µM (doses to about 46.1 µM), for inactives: at the top dose growth rescue, hits mostly activators; 410,000 tested, 0.063% active; note: potency is the fitted concentration of half-maximal effect; nearly all actives have a fitted effect of over 55% in size
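Yeast A-beta toxicity model in growth medium with pinned compounds, 48 h at 30 C; growth read as absorbance at 600 nm. Normalized to FeCl3/clioquinol equimolar mix (positive) and DMSO (negative).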
aSyn yeast inh = inhibitors of alpha-synuclein toxicity in yeast | 370,000 tested, 0.14% active | Yeast expressing alpha-synuclein, growth rescue, BacTiter-Glo, 24 h | Potency, µM (top dose mostly 46.1 µM), without a hit: at the top dose growth rescue (activation), hits mostly activators | AID 652106; note: potency is the fitted concentration of half-maximal effect; % of control where 0% means no effect; nearly all actives have a fitted effect of over 65% in size
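Screening used galactose-induced yeast with toxic alpha-synuclein levels, exposed to compound for 24 hr at 30 deg C. Cell growth, read with BacTiter-Glo luminescence, gave the measured signal.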
The depositor's hits bear a star; ? = inconclusive; · = no result given; & = joins results of further samples; [ ] = dose if it differs, or a comment. Unless noted, calls come from the whole dose curve; as a rule, active = well fitted curve in the direction sought with a large enough effect; inconclusive = small, poorly fitted or top-dose-only effect, or another doubt; inactive = no such curve, though single readings can be large; an effect the other way counts as inactive or inconclusive.

Compound,IL2 activator,WRN helicase inh,EPAC1 antag,FUS suppressor,EPAC1 agonist,PI5P4Ka inh,PLK1 PBD inh,Abeta rescue,aSyn yeast inh
CCOc1cc2[nH]c(=S)n(Cc3ccc(C(=O)NCCCOC)cc3)c(=O)c2cc1OCC,-0.1,-2%,0%,-8%,-10%,10,3%,11%,1%
COc1cc(C2NC(=S)NC(C)=C2C(=O)Nc2ccc(C)cc2)ccc1O (stereo not given),-0.7,7%,3%,15%,-2%,1,-5%,-10%,-4%
O=C(N=Nc1c(O)[nH]c2ccccc12)Nc1ccccc1,-0.4,-4%[11.6 µM],-5%,·,-5%,1,3%,-31%,0%
N#CC1=C2SCN(c3ccccc3)CN2C(=O)CC1c1cccs1 (stereo not given),-0.2,-33%,5%,·,15%,-73*,27µM*,10%,0%
COc1cc(NC(=O)CN2c3ccccc3CC2C)cc(OC)c1OC (stereo not given),1.3,-1%,?,36%,9%,4,-3%,16%,2%
CC(=O)N1C=CN(C(C)=O)C(c2cn(C)c3ccccc23)C1c1cn(C)c2ccccc12 (stereo not given),0.1,-8%,-7%,?,18%,13,-8%,19%,9%
Cc1cc(C(=O)COC(=O)c2cccs2)c(C)n1-c1c(C)n(C)n(-c2ccccc2)c1=O,-2.1,9%,9%,-7%,-5%,-6,30µM*,-9%,-9%
COCCN(CCOC)C(=S)Nc1ccccc1,-0.5,1%,-17%,4%,11%,-3,-11%,3%,-1%
CCN(CC)CC(=O)N1c2ccccc2Sc2ccc(Cl)cc21,0.7,1%,-5%,16%,0%,·,-1%,5%,10%
CS(=O)(=O)NCCNC(=O)c1cc(OCC(F)(F)F)ccc1OCC(F)(F)F,0.8,7%,25%,-20%,0%,0,0%,-7%,?

Additional compounds follow.
Compound,IL2 activator,WRN helicase inh,EPAC1 antag,FUS suppressor,EPAC1 agonist,PI5P4Ka inh,PLK1 PBD inh,Abeta rescue,aSyn yeast inh
CC(=O)c1ccc(S(=O)(=O)N(C)CCCC(=O)N2CCN(c3ncccn3)CC2)cc1,-0.4,-1%,2%,·,0%,2,-3%,1%,15%
CCOc1ccc(N2C(=O)CSC23CCCCC3)cc1,-2.5,-1%,-7%,18%,-7%,0,-11%,-12%,3%
Cc1ccc(CNC(=O)Cc2ccc(-n3cccc3)cc2)cc1,0.1,-7%,-3%,·,-5%,-4,-2%,-3%,-9%
CCOc1ccc(-c2c(C(=O)N/N=C/C3CCCCC3)nnn2-c2nonc2N)cc1,-2.0,-3%,-17%,16%,1%,-2,-9%,?,-1%
COc1cc(Cn2c3ccc(NC(=O)CC(C)C(F)(F)F)cc3c(=O)n2C)ccc1F (stereo not given),-0.7,1%,-6%,-8%,-3%,-1,3%,22%,0%
COc1nn(-c2ccccc2)c(=O)c(Cl)c1Cl,-1.2,-8%,-26%,5%,0%,7,-18%,-53%[inhibitor],-15%
CC(Sc1ncccn1)C(=O)NC1CCCC1 (stereo not given),-4.8,-9%,-3%,·,8%,-2,?,-10%,-2%
CC(OC(=O)c1ccccc1NS(=O)(=O)c1cccc(C(F)(F)F)c1)C(=O)N(C)Cc1ccccc1 (stereo not given),-4.0,-3%,-3%,?,-7%,19,-4%,22%,0%
Cc1ccc(C(=O)c2ccc([N+](=O)[O-])cc2)cc1,0.4,17%,-1%,-7%,5%,·,0%,3%,-5%
Cc1ccc(Nc2c([N+](=O)[O-])c(=O)n(C)c3ccccc23)cc1,0.8,?,7%,5%,-1%,0,-8%,-1%,19%

Reformatted with two lines to a compound: 5 of the compounds above
Results follow in this order: IL2 activator | WRN helicase inh | EPAC1 antag | FUS suppressor | EPAC1 agonist | PI5P4Ka inh | PLK1 PBD inh | Abeta rescue | aSyn yeast inh
Cc1ccc(CNC(=O)Cc2ccc(-n3cccc3)cc2)cc1
→ 0.1 | -7% | -3% | · | -5% | -4 | -2% | -3% | -9%
Cc1ccc(Nc2c([N+](=O)[O-])c(=O)n(C)c3ccccc23)cc1
→ 0.8 | ? | 7% | 5% | -1% | 0 | -8% | -1% | 19%
COc1cc(C2NC(=S)NC(C)=C2C(=O)Nc2ccc(C)cc2)ccc1O (stereo not given)
→ -0.7 | 7% | 3% | 15% | -2% | 1 | -5% | -10% | -4%
O=C(N=Nc1c(O)[nH]c2ccccc12)Nc1ccccc1
→ -0.4 | -4%[11.6 µM] | -5% | · | -5% | 1 | 3% | -31% | 0%
CCOc1ccc(-c2c(C(=O)N/N=C/C3CCCCC3)nnn2-c2nonc2N)cc1
→ -2.0 | -3% | -17% | 16% | 1% | -2 | -9% | ? | -1%

Additional entries.
Compound,IL2 activator,WRN helicase inh,EPAC1 antag,FUS suppressor,EPAC1 agonist,PI5P4Ka inh,PLK1 PBD inh,Abeta rescue,aSyn yeast inh
O=C(COC(=O)CC12CC3CC(CC(C3)C1)C2)Nc1ncc(Cl)cc1Cl,-0.5,-23%,?,?,30%,·,-9%,13%,15%
CC1Sc2ccc(S(=O)(=O)N3CCC(C(=O)NCc4ccco4)CC3)cc2NC1=O (stereo not given),-4.6,-2%,-7%,-4%,0%,0,-13%,2%,3%
CC1=CC(C)C2(CO)COC(c3cccnc3)C1C2C (stereo not given),-1.6,4%,-11%,-4%,-15%,2,-5%,-5%,-10%
COc1cc(C(=O)O/N=C(\N)c2ccncc2)cc(OC)c1OC,-0.5,-7%,-12%,29%,10%,·,-14%,-23%,-1%
CCN(C(=O)COc1ncnc2ccccc12)C1CCCCC1,0.5,-6%,-8%,5%,-8%,6,4%,3%,7%
COc1ccccc1CN1CCC(CNS(=O)(=O)c2cc(-c3cc(C)no3)ccc2C)CC1,-2.8,3%[57.1 µM],0%,3%,-5%,0,-1%,17%,5%
COC(=O)CNC(=O)C(Cc1ccccc1)NS(=O)(=O)c1ccc2c(c1)c(=O)n(C)c(=O)n2C (stereo not given),-3.3,-14%,-8%,-30%&-7%,6%,1,-11%,-1%&-9%,-8%
COc1cccc(CN2CCN(c3nc4nonc4nc3N3CCCCC3)CC2=O)c1,4.0,-3%,-4%,31%,14%,2,-9%,10%,7%
COc1ccc(/C=C(\NC(=O)c2ccc(Cl)cc2)C(=O)NCC2CCCO2)cc1OC (stereo not given),-0.6,2%,-1%,-15%,8%,2,-12%,-14%,0%
CCOc1cc(C(=S)N2CCCC2)ccc1OC,-2.7,2%,-5%,-12%,-5%,12,2%,-4%,1%

Further results follow.
Compound,IL2 activator,WRN helicase inh,EPAC1 antag,FUS suppressor,EPAC1 agonist,PI5P4Ka inh,PLK1 PBD inh,Abeta rescue,aSyn yeast inh
Cc1cc(C(C)(C)C)cc(C)c1C(=O)O,1.3,-32%,-1%,-22%,-3%,-3,-9%,19%,7%
COc1ccc(NC(=O)c2cc3n(n2)C(C(F)(F)F)CC(c2ccc(OC)cc2)N3)cc1 (stereo not given),-3.3,6%,3%,15%,0%,·,-9%,-8%,6%
CCCCN(CCCC)NC(=O)c1ccccc1,0.0,-11%,-2%,-15%,-7%,-1,9%,0%,5%
O=C1CC(N2CCN(C(c3ccccc3)c3ccccc3)CC2)C(=O)N1 (stereo not given),-0.4,7%,-4%,0%,0%,-5,-1%,10%,-3%
Cc1nn(C)cc1NC(=O)c1ccc(Br)o1,1.9,15%,3%,·,-10%,-4,-6%,0%,-11%
CCN(CC)S(=O)(=O)c1ccc(S(=O)(=O)N(Cc2ccccn2)Cc2ccco2)cc1,-0.9,-14%,-9%,19%,14%,·,-3%,17%,0%
O=C(Cn1c(=O)sc2ccccc21)Nc1ccc(S(=O)(=O)N2CCCC2)cc1,-4.4,0%,3%,63%,3%,-3,-1%,2%,-3%
COc1ccc(CCC(=O)N2CCCc3ccccc32)cc1,-1.1,1%,-18%,-9%,-11%,-3,-6%,-5%,11%
CCN1C(=O)c2cccc3c(S(=O)(=O)NC(Cc4ccccc4)C(=O)O)ccc1c23 (stereo not given),-1.8,-15%,?,18%,8%,-20,-1%,-6%,-4%
CCC(C)(C)NC(=O)C1CCCN(S(=O)(=O)c2ccc3c(c2)CC(C)N3C(=O)C2CC2)C1 (stereo not given),-3.9,0%,?,16%,4%,-1,1%,3%,1%

(more compounds)
Compound,IL2 activator,WRN helicase inh,EPAC1 antag,FUS suppressor,EPAC1 agonist,PI5P4Ka inh,PLK1 PBD inh,Abeta rescue,aSyn yeast inh
CCCCNc1nnc(SCC(=O)N2CCN(S(=O)(=O)c3ccc4ccccc4c3)CC2)s1,-0.8,2%,1%,-6%,-3%,0,-11%,4%,-2%
Cc1cc(C(=O)COC(=O)Cc2n[nH]c(=O)c3ccccc23)c(C)n1-c1cccc(C(F)(F)F)c1,0.9,4%,-12%,·,-5%,1,-12%,18%,-61%[inhibitor]
CCN1C(=O)C(O)(CC(=O)c2ccc(-n3cccc3)cc2)c2ccccc21 (stereo not given),-1.9,4%,-10%,18%,-1%,-5,-3%,10%,9%
COc1ccc(/C=N/NC(=O)c2ccncc2)c(OC)c1,0.5,-10%,10%,-32%,3%,-1,-4%,-14%,0%
CC(C)[C@H](NC(=O)N1CCC(Cc2ccccc2)CC1)C(=O)O,-2.2,6%,-3%,-21%,6%,-4,-8%,-8%,?
COC(=O)c1ccc(-n2nnnc2SCC(=O)Nc2ccccc2C(=O)OC)cc1,-2.4,-17%,?,·,0%,4,-13%,10%,-4%
CSc1nnc(-c2cccn(Cc3ccccc3)c2=O)o1,-0.5,-21%,-5%,17%,9%,0,?,-16%,-1%

Arranged by the number under IL2 activator (low to high): three of the compounds above.
compound	IL2 activator
COC(=O)c1ccc(-n2nnnc2SCC(=O)Nc2ccccc2C(=O)OC)cc1	-2.4
CC(C)[C@H](NC(=O)N1CCC(Cc2ccccc2)CC1)C(=O)O	-2.2
CSc1nnc(-c2cccn(Cc3ccccc3)c2=O)o1	-0.5
